# High-throughput results (PubChem)
# S1P4 antagonist – blocks the human S1P4 receptor; S1P4-expressing cells, antagonist mode, reporter read-out; inhibition, % at 4.98 µM; 220,000 tested, 0.26% active; AID 1510; in the data active = inhibition above about 29%;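 also: 0% = wells stimulated with agonist and 100% = vehicle wells without agonist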
# Target sequence (O95977 whole entry, looked up): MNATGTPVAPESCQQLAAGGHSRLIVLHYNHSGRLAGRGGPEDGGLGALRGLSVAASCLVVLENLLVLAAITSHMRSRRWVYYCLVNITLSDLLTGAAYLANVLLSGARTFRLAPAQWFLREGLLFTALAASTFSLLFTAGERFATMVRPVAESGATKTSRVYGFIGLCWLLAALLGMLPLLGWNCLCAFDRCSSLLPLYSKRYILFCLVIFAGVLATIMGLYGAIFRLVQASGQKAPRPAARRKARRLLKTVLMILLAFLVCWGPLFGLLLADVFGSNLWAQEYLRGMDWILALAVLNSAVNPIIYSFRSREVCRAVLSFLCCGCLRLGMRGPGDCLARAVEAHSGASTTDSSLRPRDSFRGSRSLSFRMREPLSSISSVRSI
# S1P4 ag – activates the human S1P4 receptor. O95977. S1P4-expressing cell line, agonist reporter assay. activation, % at 4.98 µM. 220,000 tested, 0.35% active; in the data active = activation above about 11%;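 also: 0% = DMSO vehicle and 100% = reference agonist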
# NPY1 pot ag – potentiates or activates human NPY-Y1 receptor; P25929; NPY-Y1 expressing cells, potentiator/agonist activation; activation, % at 3.6 µM; 220,000 tested, 0.37% active; in the data active = activation above about 33%, passing the limit was not always enough;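 also: cells stimulated with NPY at EC10 then isoproterenol at EC100; 0% = low agonist plus stimulus and 100% = saturating agonist plus stimulus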
# TRPML3 ag – activates the human TRPML3 channel. Q8TDD5. HEK293 TRPML3-YFP, Fluo-8 calcium fluorescence; 100% = the carbachol control signal. activation, % at 3 µM. 220,000 tested, 0.29% active. AID 1448;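 active = activation above its plate's cutoff, the mean activation of the plate's test wells plus 3 SD, cut at about 12% in these data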;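 also: 0% = DMSO only wells and 100% = carbachol wells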
# Target sequence (Q8TDD5 whole entry, looked up): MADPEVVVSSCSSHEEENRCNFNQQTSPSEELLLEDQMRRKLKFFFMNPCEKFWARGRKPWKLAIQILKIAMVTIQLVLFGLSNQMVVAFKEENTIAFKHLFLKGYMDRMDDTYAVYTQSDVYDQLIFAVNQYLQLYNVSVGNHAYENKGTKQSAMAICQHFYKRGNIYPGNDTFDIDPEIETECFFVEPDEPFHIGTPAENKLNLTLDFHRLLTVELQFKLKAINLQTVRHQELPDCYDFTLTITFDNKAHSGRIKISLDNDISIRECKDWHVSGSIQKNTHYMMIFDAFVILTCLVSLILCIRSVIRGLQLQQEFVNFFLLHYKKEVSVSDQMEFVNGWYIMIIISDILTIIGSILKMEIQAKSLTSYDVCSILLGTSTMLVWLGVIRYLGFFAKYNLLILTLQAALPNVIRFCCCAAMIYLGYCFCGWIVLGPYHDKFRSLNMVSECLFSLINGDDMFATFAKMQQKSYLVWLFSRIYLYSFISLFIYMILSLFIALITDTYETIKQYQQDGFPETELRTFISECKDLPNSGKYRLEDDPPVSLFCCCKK
#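 Test system: TRPML3-YFP stable HEK293 cells. Doses: single point at 3 µM. Incubation: dye loading 1 h 37 °C then 30 min ambient, 125 s read. Signal: Fluo-8 calcium dye fluorescence, ex 470-495, em 515-575 nm. Measure: percent activation from peak-to-basal fluorescence ratio, scaled between DMSO and carbachol.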
# TRPN1 ag – activates the zebrafish TRPN1 channel; 220,000 tested, 0.18% active; HEK293 zebrafish TRPN1-YFP, Fluo-8 calcium fluorescence; 100% = response to 87 µM carbachol; activation, % at 3 µM; AID 1424;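 active = activation above its plate's cutoff, the mean activation of test wells on that plate plus 3 SD, cut at about 19% in these data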;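 also: 0% = DMSO alone and 100% = 87 µM carbachol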
#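 System: zebrafish TRPN1-YFP in HEK293 cells / Dosing: 3 µM single point / Timing: dye loading 1 h at 37 °C, then 30 min room temperature / Signal: Fluo-8 calcium fluorescence, excitation 470-495 nm, emission 515-575 nm / Read-out basis: percent activation from peak over basal fluorescence ratio, control-normalized / Control set: high carbachol 87 µM, low DMSO alone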
# CHOP inhibitor – CHOP inhibition in unfolded protein response; CHO-K1 CHOP-promoter luciferase, tunicamycin-induced, 15-18 h; inhibition, % at 10 µM; 220,000 tested, 3.8% active; AID 2732;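 active = compounds that reduced the stress-induced luciferase reporter signal by more than about 70% of percent inhibition, limit read from the data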;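 also: 0% = tunicamycin plus vehicle and 100% = wells without tunicamycin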
# EP2 mod – EP2 receptor (human) modulation. EP2-expressing cells, cAMP HTRF FRET, PGE2 co-stimulation. 260,000 tested, 0.83% active. P43116. AID 940. induction, % at 25 µM;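 active = compounds whose cAMP rise, as percent of the full-agonist control response, exceeds 60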;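 also: rat C6 glioma line stably carrying human EP2 under a CMV promoter; the protocol text gives 20 µM as final concentration; 100% = response of wells given 1 µM PGE2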
# NPY2 pot ag – potentiators or agonists of human neuropeptide Y receptor Y2; P49146; cells expressing NPY-Y2, potentiator/agonist read-out; activation, % at 3.6 µM; 220,000 tested, 0.45% active; AID 1359; in the data active = activation above about 27%;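 also: cells stimulated with NPY near EC25 plus isoproterenol at EC100; 0% = vehicle plus submaximal agonist and 100% = vehicle plus saturating agonist; some results beyond the cut were filed as inactive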
# NPY-Y1 antag – antagonists of human neuropeptide Y receptor Y1 | P25929 | HEK293-CNG Y1 cells, membrane potential fluorescence; NPY at EC95, then isoproterenol | inhibition, % at 3.6 µM | 200,000 tested, 1% active;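 active = inhibition above the campaign mean inhibition of all tested compounds plus 3 SD, cut at about 20% in these data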;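 also: 0% = DMSO wells given NPY plus isoproterenol and 100% = isoproterenol alone without NPY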
#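 Material: Y1- and CNG-channel-expressing HEK293 cells / Probe or stimulus: NPY 25 nM then isoproterenol 1 µM plus Ro 20-1724 25 µM / Doses: 3.6 µM single dose, DMSO 0.4% / Schedule: compound incubation 1 h at room temperature, readout 45 min post-stimulation / Signal: membrane potential fluorescence / Benchmarks: isoproterenol-only wells as full block versus NPY-plus-isoproterenol wells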
# Active calls of the source: *; x = not tested or not shown; & = joins results of further samples.
SMILES,S1P4 antagonist,S1P4 ag,NPY1 pot ag,TRPML3 ag,TRPN1 ag,CHOP inhibitor,EP2 mod,NPY2 pot ag,NPY-Y1 antag
COc1cccc(Nc2nc(NCCO)c3ccccc3n2)c1,-5.9,1.6,3.5,1.9,-0.6,56.6,-27.4,16.7,8.8
O=C(O)CCCn1c(O)c(C=C2N=c3ccccc3=N2)sc1=S,-20.4,-0.6,6.0,1.2,1.9,29.8,41.7,8.1,x
C1CCN(c2c3c(nc4nnnn24)CCCC3)CC1,-4.7,0.3,-11.3,0.3,-0.8,-4.1,17.4,-20.6,6.1
Cn1c2ccccc2c2cc(C(=O)N3CCN(CCO)CC3)sc21,-24.9,-0.5,6.7,0.6,0.2,-1.5,-15.6,-9.3,0.1
COc1nc(C)nc(C)c1Oc1ccc(Cl)cc1Cl,2.3,0.7,-14.1,-0.2,-1.6,21.4,64.7*,-21.7,x
S=c1[nH]nc(COc2ccccc2)n1/N=C/c1cccnc1,-10.3,2.5,-18.8,0.8,-0.2,-6.9,25.8,6.5,-1.5
CCC(CC)c1ncc[nH]1,-20.8,-1.4,11.9,1.4,1.9,-13.4,24.7,3.4,x
CCc1cccc(Nc2cc(C)nc3ncnn23)c1,-0.2,156.3*,-7.3,-0.6,0.5,-7.7,39.6,8.7,6.3
CCC(=O)c1cc(F)c(N2CCN(C(=O)Cc3ccccc3)CC2)cc1C,4.0,-1.2,-1.4,1.7,2.5,6.1,-18.0,13.1,-0.6
CCOC(=O)c1ccc(N2C(=O)c3n[nH]c(C)c3C2c2cccnc2)cc1 (stereo not drawn),-38.6,1.9,4.0,0.2,0.3,-35.3,-14.8,14.7,-5.7
O=c1c2ccccc2nc(SCc2nc(-c3ccccc3)no2)n1-c1ccc(F)cc1,-3.1,-0.7,1.3,0.1,-0.8,14.4,19.6,3.4,10.2
O=C(c1ccc(N2CCCCC2)c([N+](=O)[O-])c1)N(c1ccccn1)c1ccccn1,6.2,-0.5,5.6,0.6,1.3,16.2,-15.9,-7.0,4.1
CCOC(=O)CSc1nc2c(sc(=S)n2-c2ccc(OCC)cc2)c(=O)[nH]1,-8.8,-0.1,5.5,-0.8,-1.6,-18.2,54.9,-21.8,5.3
CCCOC(=O)Nc1cc(OC)ccc1[N+](=O)[O-],13.1,-0.4,-28.8,0.1,-0.6,-10.0,-3.8,-14.1,8.6
CC(C)C12CN3CC(C(C)C)(CN(C1)C3c1ccccc1O)C2=O (stereo not drawn),-2.6,-0.5,2.5,-1.5,-1.8,2.0,18.4,0.4,5.8
O=C(Nc1ccccc1)C1=C[C@H](c2ccc(Br)cc2)C[C@H](OCc2ccc(CO)cc2)O1,11.7,-0.1,-5.8,0.8,0.1,14.8,2.1,-6.9,7.6
O=Cc1ccccc1OCc1nnsc1Cl,-8.4,-0.3,8.7,1.0,0.2,-16.7,14.1,3.9,3.2
CCOC(=O)c1c(C)[nH]c(C)c1C(=O)COC(=O)CNC(=O)c1ccc(OCC)cc1,-6.8,1.5,-23.0,-0.8,-1.3,44.1,-14.9,-3.1,4.5
CC1CCN(C(=O)CSc2ccc(-c3ccc(F)cc3)nn2)CC1,-3.6,-0.8,-1.3,-0.6,1.0,20.9,-24.2,9.9,-2.0
O=C(O)CCc1ccc(-c2ccccc2)n1NC(=O)c1ccco1,25.1,1.8,-51.0,0.4,1.4,-6.7,25.8,3.9,2.6
CCC(=O)OCCNc1cc(Sc2nccn2C)c2nonc2c1[N+](=O)[O-],-14.4,1.0,0.4,0.3,0.3,109.1*,2.1,-2.8,-2.8
COC(=O)C(Cc1ccc(O)cc1)NC(=O)C(C)Oc1ccccc1 (stereo not drawn),-3.6,-2.6,6.7,0.0,0.0,-4.1,25.1,11.7,2.0
Cc1ccccc1Nc1nc(N)nc(CSCc2c(C)noc2C)n1,-15.6,-0.7,-3.0,2.0,-0.2,-28.0,39.3,-3.8,-2.4
CSc1nnc(-c2ccc(Br)s2)n1C,-3.5,0.2,0.8,-0.1,-0.9,-2.7,17.9,5.7,x
CC(C)OCCCNC(=O)c1ccc2c(=O)n(Cc3ccc4c(c3)OCO4)c(=S)[nH]c2c1,2.0,2.0,1.5,1.3,0.8,-0.8,-11.6,-14.8,-3.2
# Later entries:
SMILES,S1P4 antagonist,S1P4 ag,NPY1 pot ag,TRPML3 ag,TRPN1 ag,CHOP inhibitor,EP2 mod,NPY2 pot ag,NPY-Y1 antag
Cc1ccc(S(=O)(=O)Oc2ccc(/C=C(/NC(=O)c3ccccc3)C(=O)O)cc2)cc1,0.8,-1.7,6.5,0.4,0.3,-3.2,-18.9,3.5,-3.0
CC(=O)C1=C(C)OC2(O)c3ccccc3C(=O)C12O (stereo not drawn),0.7,0.3,-14.1,0.4,0.5,4.0,-28.4,-13.4,x
NS(=O)(=O)c1ccc(NC(=O)COC(=O)/C(=C/c2cccs2)c2cccs2)cc1,3.3,-0.8,28.2,0.4,1.9,10.2,22.6,8.8,-6.5
CN(C)S(=O)(=O)N1CCN(C(=O)c2cccc(Br)c2)CC1,1.7,2.2,17.6,0.9,0.2,12.9,5.5,2.8,3.8
COc1ccc(S(=O)(=O)n2nc(OCc3cccs3)cc2N)cc1,-22.0,1.1,18.4,2.5,2.8,-0.5,-12.0,3.5,-3.2
Nc1nc(SCC(=O)NCCOCCO)nc2sc3c(c12)CCCC3,-11.4,0.3,2.0,-0.1,1.0,-8.2,-39.5,-0.4,4.5
CC1(C)Cc2nc(NC3CCCCC3)c(C#N)cc2CO1,21.4,2.1,3.7,0.2,-1.1,28.9,-6.7&-6.0,-2.6,6.3
CCOC(=O)c1cnn(CC2CCCCC2)c1N,-12.5,-1.3,-5.0,0.5,-0.1,13.6,-5.3,-5.5,3.3
CC(=O)Oc1ccc(NC(=O)CCC2CCCCC2)c(C(=O)O)c1,-8.8,-1.8,-50.4,0.3,-0.7,-12.5,18.9,-14.1,9.9
CS(=O)(=O)N1CCN(c2ccc([N+](=O)[O-])cc2C(F)(F)F)CC1,2.2,2.3,-10.2,0.5,0.8,-7.5,12.9,-1.4,x
CC(C)c1nccn1S(=O)(=O)c1cc([N+](=O)[O-])ccc1Cl,-22.6,5.2,-15.7,0.4,-1.8,-51.8,21.9,2.6,2.0
CCN(CC)C(=O)/C(=C\c1ccc2c(c1)OCO2)NC(=O)c1ccc(Br)cc1,-7.6,0.0,-1.0,0.1,-0.2,12.3,11.6,6.2,-0.9
COc1ccc(-n2cnc3cc(NCc4cccs4)ccc32)cc1,8.4,0.9,13.9,0.2,-1.9,4.7,-10.8,7.5,3.8
CC(=O)Oc1cc2cccc(OC(C)=O)c(=O)c2c(OC(C)=O)c1OC(C)=O,0.6,0.4,-11.2,0.2,0.0,52.5,-6.7,-3.9,3.2
Cc1ccc(/C(O)=C2/C(=O)C(=O)N(Cc3cccnc3)C2c2ccccn2)cc1 (stereo not drawn),6.8,1.6,-19.4,0.2,-0.2,-18.5,-2.6,-2.3,-0.5
COC(=O)c1sccc1NC(=O)c1c(C)c(-c2cccc(Cl)c2)nc2ccccc12,-16.7,1.0,-2.3,0.2,0.8,21.6,19.5,8.2,0.5
COc1ccc(-c2nn(-c3ccccc3)cc2C(=O)N2CCOCC2)cc1,-1.2,-1.0,10.7,0.2,1.3,24.6,17.1,1.2,2.0
CCOc1ccc(C(=O)NC(=S)Nc2ccc(NC(=O)c3ccco3)cc2)cc1[N+](=O)[O-],-5.5,2.2,1.8,0.7,0.0,-31.5,-4.4,3.7,0.3
Cc1cc(Cl)ccc1OC(C)C(=O)Nc1ccccc1N1CCOCC1 (stereo not drawn),0.0,0.0,-3.7,176.9*,46.0*,73.5*,8.8,3.6,6.5
CCOC(=O)c1c(C#N)c(SCC(=O)Nc2ccc(OC)cc2)nc2c1CN(CC)CC2,1.0,-0.3,-1.8,-0.4,-2.9,42.1,16.1,8.1,-0.5
O=C(CO/N=C/c1ccc2c(c1)OCO2)Nc1cccc(Br)c1,-16.2,-2.2,-39.4,0.7,0.0,51.9,-12.1,-29.8,14.0
Cc1ccc2nc(C)cc(N/N=C/c3ccc(F)cc3)c2c1,-1.2,0.6,26.4,-0.5,-0.8,6.2,41.8,2.8,-3.6

# An excerpt from further up:
SMILES,S1P4 antagonist,S1P4 ag,NPY1 pot ag,TRPML3 ag,TRPN1 ag,CHOP inhibitor,EP2 mod,NPY2 pot ag,NPY-Y1 antag
O=C(Nc1ccccc1)C1=C[C@H](c2ccc(Br)cc2)C[C@H](OCc2ccc(CO)cc2)O1,11.7,-0.1,-5.8,0.8,0.1,14.8,2.1,-6.9,7.6
O=Cc1ccccc1OCc1nnsc1Cl,-8.4,-0.3,8.7,1.0,0.2,-16.7,14.1,3.9,3.2
CCOC(=O)c1c(C)[nH]c(C)c1C(=O)COC(=O)CNC(=O)c1ccc(OCC)cc1,-6.8,1.5,-23.0,-0.8,-1.3,44.1,-14.9,-3.1,4.5
CC1CCN(C(=O)CSc2ccc(-c3ccc(F)cc3)nn2)CC1,-3.6,-0.8,-1.3,-0.6,1.0,20.9,-24.2,9.9,-2.0
O=C(O)CCc1ccc(-c2ccccc2)n1NC(=O)c1ccco1,25.1,1.8,-51.0,0.4,1.4,-6.7,25.8,3.9,2.6
CCC(=O)OCCNc1cc(Sc2nccn2C)c2nonc2c1[N+](=O)[O-],-14.4,1.0,0.4,0.3,0.3,109.1*,2.1,-2.8,-2.8
COC(=O)C(Cc1ccc(O)cc1)NC(=O)C(C)Oc1ccccc1 (stereo not drawn),-3.6,-2.6,6.7,0.0,0.0,-4.1,25.1,11.7,2.0
Cc1ccccc1Nc1nc(N)nc(CSCc2c(C)noc2C)n1,-15.6,-0.7,-3.0,2.0,-0.2,-28.0,39.3,-3.8,-2.4
CSc1nnc(-c2ccc(Br)s2)n1C,-3.5,0.2,0.8,-0.1,-0.9,-2.7,17.9,5.7,x
CC(C)OCCCNC(=O)c1ccc2c(=O)n(Cc3ccc4c(c3)OCO4)c(=S)[nH]c2c1,2.0,2.0,1.5,1.3,0.8,-0.8,-11.6,-14.8,-3.2
Cc1ccc(S(=O)(=O)Oc2ccc(/C=C(/NC(=O)c3ccccc3)C(=O)O)cc2)cc1,0.8,-1.7,6.5,0.4,0.3,-3.2,-18.9,3.5,-3.0
CC(=O)C1=C(C)OC2(O)c3ccccc3C(=O)C12O (stereo not drawn),0.7,0.3,-14.1,0.4,0.5,4.0,-28.4,-13.4,x
NS(=O)(=O)c1ccc(NC(=O)COC(=O)/C(=C/c2cccs2)c2cccs2)cc1,3.3,-0.8,28.2,0.4,1.9,10.2,22.6,8.8,-6.5
